Screening data (PubChem BioAssay)
PLK1 PBD inh: PLK1 (human) polo-box domain binding inhibition; Plk1 PBD binding of FITC phosphopeptide, fluorescence polarization; Potency, µM, without a hit: max response, negative = inhibition, hits mostly inhibitors; 2.8% of 360,000 active; AID 720504; further: potency means the concentration at half of the fitted maximal effect; series mostly up to about 57 µM; on the % scale 0 is the no-effect control and ±100 the full control effect; nearly all actives have a fitted effect of over 65% in size
PI5P4K alpha inh: blocks human PI5P4K alpha kinase activity; P48426; PI5P4Kalpha enzyme, ADP-Glo luminescence, 60 min; hits give low values; max response, %; 1.2% of 330,000 active; active means max response of -50% or lower; inconclusive means between -30% and -50%; inactive means -30% or higher; further: value at the top dose of about 77 µM; on the % scale 0 is the no-effect control and ±100 the full control effect
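Human PI5P4Kalpha with substrate in 0.038 M HEPES pH 7.4, 0.28 mM EGTA, 0.1% CHAPS, 5% DMSO; reaction started with 5 microM ATP (final), 60 min at room temperature. ADP formed read by ADP-Glo luminescence.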
EPAC1 antag: EPAC1 (human) antagonism; EPAC1 GEF assay, Rap1b-BODIPY-GDP exchange fluorescence; Potency, µM (doses to about 115 µM), without a hit: at the highest dose activity change, negative = inhibition, hits mostly inhibitors; 0.14% of 360,000 active; AID 720709;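 further: potency means the concentration at half of the fitted maximal effect; plate controls were vehicle for no effect and positive control for full effect; nearly all actives have a fitted effect of over 50% in size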
EPAC2 agonist: EPAC2 (human) agonism; 0.079% of 360,000 active; AID 720711; EPAC2 activation, biochemical qHTS; response scale: 100% = 6.5 mM cAMP response; Potency, µM (titrated, usually from 154 µM), inactives show top-dose activation, most hits filed as activators; Q8WZA2; further: potency means the concentration at half of the fitted maximal effect; nearly all actives have a fitted effect of over 50% in size
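Nucleotide exchange monitored as fluorescence drop when BODIPY-GDP leaves Rap1B. Reaction: 100 nM EPAC2, 250 nM RAP1B-BODIPY-GDP, 50 uM GDP, room temperature, kinetic read over 30 min. Activity expressed relative to 6.5 mM cAMP.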
CCT chaperon mod: cytosolic chaperonin activity modulation | purified chaperonin ATPase assay, HTRF ADP detection, 30 min | activity change, % (concentration not given with the values), hits read low | 0.3% of 360,000 active | AID 651819; in the data active means activity change below about -30%; further: on the % scale 0 is the no-effect control and ±100 the full control effect
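We incubate TRiC, 40 or 20 nM final, with library compounds at 76 uM and 10 uM ATP for 30 min at 37 °C. ADP formed is detected with Transcreener HTRF reagents after 30 min at room temperature.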
WRN inhibitor: inhibitors of human WRN helicase. 0.46% of 360,000 active. Q14191. WRN helicase unwinding, fluorescent forked duplex, kinetic. Potency, µM (doses to about 114 µM), for the others: at the top dose activity change, negative = inhibition, most hits filed as inhibitors; further: potency means the concentration at half of the fitted maximal effect; on the % scale 0 is the no-effect control and ±100 the full control effect; nearly all actives have a fitted effect of over 55% in size
Target sequence (Q14191 whole entry, looked up): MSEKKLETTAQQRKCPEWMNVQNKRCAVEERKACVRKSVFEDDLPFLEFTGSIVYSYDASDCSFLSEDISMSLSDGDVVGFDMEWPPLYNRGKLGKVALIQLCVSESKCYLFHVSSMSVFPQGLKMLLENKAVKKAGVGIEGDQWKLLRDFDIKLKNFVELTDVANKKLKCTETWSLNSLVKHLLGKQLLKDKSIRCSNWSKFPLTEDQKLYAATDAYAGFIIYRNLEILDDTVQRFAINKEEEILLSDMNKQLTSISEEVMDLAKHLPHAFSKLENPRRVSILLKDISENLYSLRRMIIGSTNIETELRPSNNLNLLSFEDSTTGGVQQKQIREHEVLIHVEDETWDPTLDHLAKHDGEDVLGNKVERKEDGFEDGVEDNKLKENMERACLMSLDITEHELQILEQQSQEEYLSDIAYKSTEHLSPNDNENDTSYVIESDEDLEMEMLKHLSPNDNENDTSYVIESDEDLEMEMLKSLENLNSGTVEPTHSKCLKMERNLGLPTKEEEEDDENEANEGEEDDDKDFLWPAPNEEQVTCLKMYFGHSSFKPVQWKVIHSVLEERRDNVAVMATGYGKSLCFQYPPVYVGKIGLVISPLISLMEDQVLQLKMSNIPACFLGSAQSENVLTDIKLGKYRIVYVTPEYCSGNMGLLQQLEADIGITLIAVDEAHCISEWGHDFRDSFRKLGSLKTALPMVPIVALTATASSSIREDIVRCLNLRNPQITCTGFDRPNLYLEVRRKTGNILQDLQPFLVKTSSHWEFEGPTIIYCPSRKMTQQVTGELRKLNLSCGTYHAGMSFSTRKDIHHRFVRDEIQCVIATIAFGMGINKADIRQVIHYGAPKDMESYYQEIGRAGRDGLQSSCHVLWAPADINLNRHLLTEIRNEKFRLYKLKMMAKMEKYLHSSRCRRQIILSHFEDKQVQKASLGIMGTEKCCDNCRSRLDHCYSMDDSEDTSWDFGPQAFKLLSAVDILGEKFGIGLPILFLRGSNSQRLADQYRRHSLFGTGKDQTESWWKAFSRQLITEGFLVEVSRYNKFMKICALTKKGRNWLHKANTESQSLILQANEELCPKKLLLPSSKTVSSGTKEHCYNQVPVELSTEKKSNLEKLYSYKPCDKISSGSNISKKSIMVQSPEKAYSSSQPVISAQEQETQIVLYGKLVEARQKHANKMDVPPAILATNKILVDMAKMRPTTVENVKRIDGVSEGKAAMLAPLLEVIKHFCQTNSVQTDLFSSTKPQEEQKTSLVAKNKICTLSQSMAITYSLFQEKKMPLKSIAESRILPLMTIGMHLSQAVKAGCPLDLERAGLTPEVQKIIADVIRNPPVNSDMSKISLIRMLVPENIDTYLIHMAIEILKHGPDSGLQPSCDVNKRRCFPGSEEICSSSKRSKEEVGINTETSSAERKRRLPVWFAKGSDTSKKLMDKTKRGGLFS
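Enzyme (20 nM final) and test compound sit together 15 min at room temperature before substrate addition. Substrate is a single-forked duplex oligonucleotide (100 nM) labelled with fluorophore and quencher, with 2 mM ATP; helicase unwinding raises red fluorescence, read kinetically.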
IL2 activator: IL-2 activation; AID 652025; 0.065% of 360,000 active; activation, % (series mostly up to about 46 µM); IL-2 activation reporter assay, cell-based qHTS; stimulated with anti-CD3/CD4/CD28 beads; in transgenic mouse T cells; in the data active means activation above about 50%; inconclusive means mostly about 30% to 49%; further: 0% is about no effect
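Screening format: compound pinned onto unstimulated transgenic mouse T cells, 60 min incubation, then anti-CD3/anti-CD4/anti-CD28 bead stimulation for 18 hours at 37 degrees C, followed by EGFP and DsRed detection.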
EPAC1 ag: agonists of human EPAC1; 0.073% of 360,000 active; AID 720707; Potency, µM (doses to about 154 µM), for the others: at the top dose activation, actives largely listed as activators; EPAC1 agonist qHTS, biochemical assay; response scale: 100% = response to 6.5 mM cAMP; further: potency means the concentration at half of the fitted maximal effect; nearly all actives have a fitted effect of over 60% in size
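EPAC1 100 nM, Rap1B–BODIPY-GDP 250 nM, unlabeled GDP 50 uM; compound titration; 5 min RT; kinetic read ex480/em540 at 5-min intervals ×30 min; data normalized to 6.5 mM cAMP agonist control.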
An asterisk follows results filed as active; ? = inconclusive; . = no result given; & = joins results of further samples; [ ] = remark or other dose. Unless noted, the call rests on the fitted dose curve; in most records, active means well fitted curve in the direction sought with a large enough effect; inconclusive means small, poorly fitted or top-dose-only effect, or another doubt; inactive means no such curve, though single readings can be large; an effect the other way counts as inactive or inconclusive. Not all compounds are listed; count on the stated rates, not on these rows.

SMILES	PLK1 PBD inh	PI5P4K alpha inh	EPAC1 antag	EPAC2 agonist	CCT chaperon mod	WRN inhibitor	IL2 activator	EPAC1 ag
CCOc1cc(Br)c(C(=O)O)cc1OC	-6%	.	1%	-3%	0.1	-15%	-1.3	-6%
COC(=O)c1ccc(NC(=O)CN2C(=O)CCC2=O)cc1	-5%	2	8%	12%	1.0	3%	-2.6	0%
CCN(CC(=O)N1CCN(C)CC1)S(=O)(=O)c1ccc(Cl)cc1	-12%	-8	14%	5%	-0.2	-35%[57.1 µM]	-0.7	-2%
O=C(CC1Nc2ccccc2NC1=O)NCC1COc2ccccc2O1 (stereo unspecified)	-9%	-6	-2%	11%	-1.5	2%	-0.6	9%
O=C(CSc1nc(=O)n(CCCN2CCOCC2)c2c1CCCC2)Nc1cccc(Cl)c1	-20%	0	-5%	1%	-2.1	-6%	-0.9	19%
N#C/C(=C/c1ccc(Sc2nc3ccccc3[nH]2)o1)c1cccc(Br)c1	-17%	-2	2%	-1%	-0.4	0%	-1.2	11%
CCNc1nc(N2CCOCC2)nc(N(c2ccccc2)c2ccccc2)n1	-7%	-2	10%	-2%	0.1	8%	-3.8	2%
CC1CCCC(NC(=O)CCNC(=O)c2ccc([N+](=O)[O-])cc2)C1C (stereo unspecified)	-7%	2	9%	8%	0.4	-13%	-0.8	7%
C/C(=N\NC(=O)C1CC1)c1ccc(N2CCOCC2)cc1	-5%	-2	6%	8%	0.2	0%	-0.4	-1%
CCc1cc(Cn2nc(-c3ccccc3)cc2C(=O)NCC2CC2)on1	-2%	7	-10%	12%	0.7	-5%	-0.5	11%

Random excerpt: three compounds from above.
SMILES	PLK1 PBD inh	PI5P4K alpha inh	EPAC1 antag	EPAC2 agonist	CCT chaperon mod	WRN inhibitor	IL2 activator	EPAC1 ag
N#C/C(=C/c1ccc(Sc2nc3ccccc3[nH]2)o1)c1cccc(Br)c1	-17%	-2	2%	-1%	-0.4	0%	-1.2	11%
O=C(CC1Nc2ccccc2NC1=O)NCC1COc2ccccc2O1 (stereo unspecified)	-9%	-6	-2%	11%	-1.5	2%	-0.6	9%
CCc1cc(Cn2nc(-c3ccccc3)cc2C(=O)NCC2CC2)on1	-2%	7	-10%	12%	0.7	-5%	-0.5	11%

More entries
SMILES	PLK1 PBD inh	PI5P4K alpha inh	EPAC1 antag	EPAC2 agonist	CCT chaperon mod	WRN inhibitor	IL2 activator	EPAC1 ag
CCN(C(=O)COC(=O)c1cccc2ccccc12)c1c(N)n(Cc2ccccc2)c(=O)[nH]c1=O	-11%	-3	-28%	15%	-1.7	-3%	0.4	3%
Cc1cc(C(=O)N2CCC(Cc3ccccc3)CC2)no1	-11%	-1	14%	10%	0.6	8%	-1.9	-2%
CCN1CCN(C(=O)c2ccc(Cl)c(S(=O)(=O)N3CCCCC3)c2)CC1	-5%	-5	-15%	10%	-4.2	-32%	-2.4	7%
Cc1cc(C)n2c(SCC(O)=C(C#N)c3nc4ccccc4[nH]3)nnc2n1	-26%	-74*	?	4%	-1.8	?	0.2	11%
CCN(CC)CCNC(=O)c1ccc(CS(=O)(=O)c2ccccc2C)o1	1%	-1	5%	-4%	0.0	1%	-2.5	-8%
COc1ccc(C2C(C(=O)Nc3cccnc3)=C(C)Nc3nc(-c4cccs4)nn32)cc1 (stereo unspecified)	1%	-4	2%	3%	0.5	14%	-1.7	-2%
COc1cc(C2C(C#N)=C(N)OC3=C2C(=O)CC(C)(C)C3)c([N+](=O)[O-])cc1OC (stereo unspecified)	-19%	0	8%	5%	-5.0	-5%	1.0	3%
O=C(CCCCCN1C(=O)c2cccc([N+](=O)[O-])c2C1=O)Nc1ccccc1F	-1%	0	13%	-6%	-6.2	4%	-0.5	2%
CCOc1ccc(S(=O)(=O)N2CCC(C(=O)NCCN3CCOCC3)CC2)cc1C	0%	3	1%	5%	-0.7	0%	-2.7	5%
C[C@H](CCC(=O)O)[C@H]1CC[C@H]2[C@@H]3C(=O)C[C@@H]4CC(=O)CC[C@]4(C)[C@H]3CC(=O)[C@]12C	1%&-1%	-6	12%	1%	0.4	3%	1.0	-12%
Nn1c(SCC(=O)Nc2ccc3c(c2)OCO3)nnc1-c1ccc(Cl)cc1	-4%	.	-11%	5%	-0.2	0%	0.2	0%
Cc1c(C(=O)N2CCN(S(=O)(=O)c3ccc(F)cc3)CC2)oc2ccccc12	1%	-8	-2%	8%	-2.5	-4%	-0.3	-5%
COc1cccc(C(=O)N2CCC[C@H]2C(=O)N2CCC[C@H]2C(=O)N[C@@H](C)c2ccccc2)c1	-9%	-1	0%	0%	-0.5	4%	0.5	8%
CC(=O)N1CCC(O)(c2cccc(C(F)(F)F)c2)CC1	1%	.	-4%	5%	-0.5	-14%	0.6	-6%
COc1ccccc1CNC(=O)C(=O)NCC1OCCN1S(=O)(=O)c1ccccc1 (stereo unspecified)	-3%	-3	-4%	5%	-3.9	?	-3.9	9%
COC(=O)c1cc(C)sc1NC(=O)C1CC(=O)NN1Cc1ccccc1 (stereo unspecified)	-4%	-4	-17%	0%	-1.5	4%	1.0	-4%
CC(C)N(C(=O)CS(=O)(=O)c1ccc(Cl)c(Cl)c1)C(C)C	-8%	-9	-15%	11%	-3.6	2%	1.4	0%
CN(CC(=O)Nc1ccc(F)cc1)C(=O)CN1C(=O)c2cccc([N+](=O)[O-])c2C1=O	6%	-9	5%	-3%	-0.9	1%	-1.5	3%
COc1cc(/C=N/n2nnnc2Nc2ccccc2)cc(OC)c1OC	-3%	-7	-12%	7%	1.5	-3%	-3.6	8%
OC(c1ccc(Cl)c(Cl)c1)c1ncc(-c2ccc(C(F)(F)F)cc2)[nH]1 (stereo unspecified)	-5%	-16	-21%	21%	1.7	-12%	-0.6	-8%
C/C(=N\NC(=O)c1ccc(Cl)cc1)c1cccc(NC(=O)c2cccnc2)c1	-5%	5	-10%	4%	1.3	-13%	-4.9	-5%
CCC1Oc2ccc(C)cc2N(CC(=O)N2CCN(c3ccc(F)cc3)CC2)C1=O (stereo unspecified)	-13%	-1	-13%	22%	-3.4	-6%	-2.9	-1%
Cc1cc(C(=O)Nc2ccc3c(c2)CCC3)c2ccccc2n1	-2%	7	-6%	-1%	-3.4	-13%	?	-2%
O=[N+]([O-])c1ccc(-c2cn(-c3ccc(Cl)cc3)c(=S)[nH]2)cc1	-6%	-23	15%	1%	-3.2	3%	-0.1	-2%
O=C(/C=C/c1c[nH]c2ccccc12)c1cccc2ccccc12	9%	-3	-6%	15%	-2.8	-4%	-0.6	15%
COc1ccc(Cl)cc1NS(=O)(=O)c1cccc(C(=O)NC2CCC(O)CC2)c1 (stereo unspecified)	-4%	28	1%	7%	-2.8	4%	-2.2	-5%
Cc1ccc(NC(=O)COC(=O)c2cc(=O)c3ccccc3o2)c(Br)c1	-14%	0	12%	5%	-0.7	-1%	0.2	-10%
CCn1ccnc1CNC(=O)CC1C(=O)NCCN1CC(c1ccccc1)c1ccccc1 (stereo unspecified)	8%	1	0%	1%	-1.6	5%	1.2	1%
COCCN(C(=S)Nc1cccc(C)c1C)C(C)c1ccco1 (stereo unspecified)	-3%	-5	4%	7%	0.3	15%	0.8	-4%
CC(=O)c1cccc(OCC(=O)Nc2cccc(C(=O)Nc3c(C)n(C)n(-c4ccccc4)c3=O)c2)c1	19µM*	-9	-21%	17%	-3.6	-18%	-2.6	7%
Cc1cc2c(cc1C)NC(C)CC(=O)N2 (stereo unspecified)	0%	2	-8%	7%	-3.1	1%	0.3	1%
CCOC(=O)c1sc(Nc2ccc(Br)cc2)nc1C	2%	-8	-6%	-3%	0.3	-23%	-0.7	4%
N#CC1(NC(=O)COC(=O)C2CCN(S(=O)(=O)c3ccc4c(c3)OCCO4)CC2)CCCCC1	3%	3	8%	4%	3.0	-7%	-0.5	2%
Cc1cc(C2C(=O)CC(=O)CC2c2ccccc2)on1 (stereo unspecified)	?	-18	-2%	3%	-4.5	-1%	-2.8	-1%
OCCNCc1cc(Br)ccc1OCc1ccc(F)cc1	0%	0	2%	2%	5.3	-18%	0.0	-4%
COc1ccc(C)cc1-n1nnnc1SCc1csc(C)n1	-9%	-1	0%	7%	-0.5	1%	0.5	4%
Cc1cc(/C=C2/NC(=O)N(c3ccccc3)C2=O)c(C)n1-c1cccnc1	-2%	-5	-3%	7%	-1.9	4%	-4.9	2%
COc1ccc(C(CNC(=O)CNC(=O)c2ccccc2Cl)N2CCCC2)cc1 (stereo unspecified)	1%	3	5%	3%	-2.8	-2%	-1.2	-2%
Cc1ccc(-c2[nH]nc3c2C(c2cccnc2)C(C#N)=C(N)O3)cc1 (stereo unspecified)	-11%	.	5%	-6%	0.9	0%	-2.6	6%
Cc1ccc(NC(=O)c2ccc(CSc3nnc(C)s3)cc2)c(C)c1	-9%	9	-12%	6%	-2.0	-3%	0.5	-5%
Cn1c(=O)c2c(nc(CN3CCN(c4ccccc4)CC3)n2Cc2ccccc2Cl)n(C)c1=O	-1%	.	12%	-6%	-1.8	2%	0.3	2%
COc1ccccc1NC(=O)C(C)OC(=O)Cc1ccsc1 (stereo unspecified)	-7%	-7	-10%	-3%	0.9	-23%	3.4	-6%
Cc1ccccc1-n1ccnc1SCC(=O)NCc1ccco1	-4%	-8	8%	1%	-8.7	-4%	1.2	2%
CCCCCCOC(=O)Cc1c(C)nc(N)[nH]c1=O	-3%	-6	-2%	-13%	-3.2	1%	0.4	12%
C=CCN1C(=O)C2(C(C#N)=C(N)Oc3n[nH]c(CCC)c32)c2ccccc21 (stereo unspecified)	1%	10	-1%	-1%	0.3	0%	-1.6	-2%
CCC(C)NC(=O)c1csc2c1CCCCC2 (stereo unspecified)	-6%	-5	3%	1%	-0.7	9%	-2.1	6%
O=C(NCCc1ccc(Cl)cc1)c1ccc(=O)[nH]c1	1%	-7	-5%	3%	-0.6	6%	-2.0	-4%
CC1(C(=O)NS(=O)(=O)c2ccc(Cl)cc2)CCN1C(=O)Cc1ccccc1 (stereo unspecified)	-4%	-1	14%	2%	1.7	1%	0.0	-1%
Cc1cc(C(=O)COc2ccc3ccc(=O)oc3c2)c(C)n1Cc1cccs1	-3%	-25	-13%	5%	0.5	-8%	-2.1	-4%
O=c1[nH]c(/C=C2\C=Nc3ccccc32)c(O)n1Cc1ccccc1F	-3%	-14	4%	3%	-1.2	-10%	0.4	3%
O=C(CSc1nncs1)NCCCc1ccccc1	4%	-3	10%	2%	0.6	4%	0.5	0%
